cardiac RTF act – cardiac RTF calcium sensitization | IANBD-labeled TnC RTF fluorescence at EC20 calcium; 0% EC20 calcium, 100% full calcium | activation, % at 7.2 µM | 0.24% of 340,000 active | AID 493008;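 active = activation above the mean over all tested compounds plus 3 SD, cut at about 30% in these data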;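 note: rise in fluorescence read as greater calcium sensitivity of cardiac thin filaments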
Keap1-Nrf2 PPI – Keap1-Nrf2 (human) interaction inhibition; AID 504523; 0.15% of 340,000 active; Keap1 Kelch-Nrf2 peptide fluorescence polarization, 1536-well; Q14145; inhibition, % at 9.4 µM; in the data active = inhibition above about 12%;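 note: human Keap1 Kelch domain with fluorescein labeled Nrf2 9mer peptide probe; 0% = neutral control wells and 100% = peptide positive control; higher means more block of Keap1 binding to Nrf2 peptide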
CAL PDZ FP-1 – human CAL PDZ-peptide interaction inhibition. Q9HD26. purified CAL PDZ, TMR-peptide fluorescence polarization, 1 h. inhibition, % at 20 µM. 0.02% of 330,000 active. AID 504414;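 active = highest replicate inhibition of at least 40%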;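 note: plate controls were DMSO neutral control wells for no effect and unlabeled competitor peptide control wells for full effect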
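material = purified tagged CAL PDZ domain construct (CerCALP) | compound dosing = 20 µM, one dose | times = 1 h at RT | measured by = fluorescence polarization from S- and P-plane intensities, G-factor corrected | read-out = inhibition from polarization loss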
C-LANA FP – blocks KSHV LANA C-terminal domain binding to DNA; MBP-C-LANA/FAM-LBS DNA binding, fluorescence polarization; inhibition, % at 9 µM; 0.078% of 340,000 active; AID 504423;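 active = highest replicate inhibition at or above 60% at 9 µM, even if other replicates fall short; inactive = all replicates below 60% inhibition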;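 note: 0% = neutral control wells and 100% = 4 µM acridine orange control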
SR-BI uptake up – SR-BI HDL lipid transfer activation. activation, % at 12.5 µM. CHO ldlA[mSR-BI] cells, DiI-HDL uptake fluorescence, 3 h; 100 = double the neutral-control signal. 0.096% of 320,000 active;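 active = mean replicate activation of at least 60% and every replicate at or above 60%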;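 note: 0% = median plate neutral-control signal and 100% = twice that signal; values of inactives mirror those of a sister screen read the other way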
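Test system: SR-BI-overexpressing, LDLR-lacking CHO cells. Measured by: DiI fluorescence, bottom read. Medium: Ham's F12 with 0.5% BSA, HEPES 25 mM, pH 7.4. Timing: 3 h uptake period with compound, 37 °C.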
CAL PDZ FP-2 – CAL PDZ (human) peptide binding inhibition | Q9HD26 | purified CAL PDZ, TMR-peptide fluorescence polarization, 1 h | inhibition, % at 24.9 µM | 0.92% of 300,000 active | AID 602252;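 active = mean inhibition of at least 30% with at least half of replicates also reaching 30%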;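 note: 0% = DMSO neutral control and 100% = excess unlabeled competitor peptide PRC23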
Cardiac RTF inh – cardiac RTF calcium desensitization | P19429+P45379 | IANBD-labeled cardiac RTF, Ca2+ fluorescence | inhibition, % at 7.15 µM | 0.12% of 340,000 active;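 active = inhibition above the mean inhibition of all tested compounds plus 3 SD, cut at about 17% in these data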;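 note: assay run at fixed EC70 calcium of 1.6 mM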
PKA-R2B act – activates the human PKA-R2B holoenzyme complex; P22694+P31323; PKA-R2B holoenzyme dissociation, Cy5-IP20 fluorescence polarization; R2B truncated from residue 108, S112A mutant; 0% DMSO only, 100% 113 µM cGMP; activation, % at 11.4 µM; 0.079% of 340,000 active; AID 504700;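 active = activation above a cutoff set at the mean over all compounds plus 3 SD, cut at about 18% in these data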;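 note: higher means more holoenzyme dissociation and a rise in polarization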
Target sequence (P31323 whole entry, looked up, other chains not shown, the tested form may be a part): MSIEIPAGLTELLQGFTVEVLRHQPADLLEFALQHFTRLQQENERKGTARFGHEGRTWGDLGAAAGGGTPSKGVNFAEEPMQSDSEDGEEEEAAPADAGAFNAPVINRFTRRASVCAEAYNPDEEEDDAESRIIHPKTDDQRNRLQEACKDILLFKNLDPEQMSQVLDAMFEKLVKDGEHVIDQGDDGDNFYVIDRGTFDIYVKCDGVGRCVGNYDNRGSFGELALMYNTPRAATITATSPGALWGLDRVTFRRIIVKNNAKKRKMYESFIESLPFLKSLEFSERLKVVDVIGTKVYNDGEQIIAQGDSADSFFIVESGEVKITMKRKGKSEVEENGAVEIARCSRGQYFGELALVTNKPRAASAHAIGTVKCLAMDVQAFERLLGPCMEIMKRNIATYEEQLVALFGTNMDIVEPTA
Rtt109 Vps75 – blocks Candida albicans Rtt109/Vps75 acetyltransferase activity | purified Rtt109/Vps75, ThioGlo CoA-SH fluorescence, 4 h | inhibition, % at 34.9 µM | 0.16% of 330,000 active | AID 540336;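 active = inhibition of at least 50% in every replicate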
DAGLB inhibitor – diacylglycerol lipase beta (human) inhibition; inhibition, % at 5.17 µM; Q8NCG7; HEK293T DAGLB membrane lysate, EnzChek fluorogenic substrate; 0.059% of 340,000 active; in the data active = inhibition above about 34%;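 note: 0% = enzyme with vehicle and 100% = wells lacking enzyme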
Target sequence (Q8NCG7 whole entry, looked up): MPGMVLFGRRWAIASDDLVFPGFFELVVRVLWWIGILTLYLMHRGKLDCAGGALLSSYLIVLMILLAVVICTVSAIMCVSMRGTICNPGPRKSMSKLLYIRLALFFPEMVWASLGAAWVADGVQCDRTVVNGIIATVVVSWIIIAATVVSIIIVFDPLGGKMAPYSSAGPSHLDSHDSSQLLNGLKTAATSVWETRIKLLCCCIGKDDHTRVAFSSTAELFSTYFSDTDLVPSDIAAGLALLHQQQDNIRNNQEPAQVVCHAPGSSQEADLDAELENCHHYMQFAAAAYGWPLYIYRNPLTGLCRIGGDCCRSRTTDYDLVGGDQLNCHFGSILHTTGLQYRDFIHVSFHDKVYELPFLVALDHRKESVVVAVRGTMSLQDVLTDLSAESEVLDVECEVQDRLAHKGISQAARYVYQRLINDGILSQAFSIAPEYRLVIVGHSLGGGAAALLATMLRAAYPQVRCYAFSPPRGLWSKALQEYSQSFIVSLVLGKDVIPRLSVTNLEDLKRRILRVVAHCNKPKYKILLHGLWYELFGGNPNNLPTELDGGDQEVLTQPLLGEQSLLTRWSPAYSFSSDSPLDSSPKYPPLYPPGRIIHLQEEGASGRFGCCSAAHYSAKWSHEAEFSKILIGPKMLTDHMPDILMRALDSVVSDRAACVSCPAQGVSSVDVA
* hit, by the source's call; / = not tested or not shown. Random draw from the library; overall some 1.6% were active at least once.

SMILES | cardiac RTF act | Keap1-Nrf2 PPI | CAL PDZ FP-1 | C-LANA FP | SR-BI uptake up | CAL PDZ FP-2 | Cardiac RTF inh | PKA-R2B act | Rtt109 Vps75 | DAGLB inhibitor
O=C1CC(NC(=O)C(F)(F)F)c2cc3c(cc21)OCO3 (stereo unspecified) | -2 | -6 | -0.2 | -0.2 | -4 | 18 | -5 | 0 | -8 | -1
O=C(CC1C(=O)NCCN1C/C=C/c1ccccc1)NCCc1cnccn1 (stereo unspecified) | -4 | 1 | -1.6 | 0.2 | 11 | -6 | -6 | 4 | -3 | 2
COc1cc(C(C)=O)ccc1OCC(=O)Nc1ccc(Cl)c(S(=O)(=O)N2CCOCC2)c1 | -3 | -5 | -3.1 | -1.2 | -15 | -4 | 7 | -4 | 3 | -4
CCN1CCN(Cc2ccc(NC(=O)Nc3ccc(OC)cc3)cc2)CC1 | 3 | -1 | 0.7 | -3.1 | 16 | / | -9 | -11 | 9 | 1
COc1cccc(N2[C@@H](CC(C)=O)c3ccc(/C=C/C(C)=O)cc3S2(=O)=O)c1 | -2 | -9 | 1.4 | -0.8 | -10 | 1 | -19 | -2 | 4 | 2
c1ccc(CSc2nnc3ccc(-c4ccncc4)nn23)cc1 | 4 | -1 | -3.8 | 1.4 | / | -2 | -10 | -1 | / | -4
CN(Cc1ccccc1)c1nc2c(c(=O)[nH]c(=O)n2C)n1Cc1ccccc1Cl | 0 | -1 | -1.7 | -0.6 | -5 | -2 | -4 | 5 | 3 | 5
CCOC(=O)C1CCN(C/C=C/c2ccccc2[N+](=O)[O-])CC1 | 4 | 1 | -0.5 | -5.3 | 14 | 1 | 4 | 12 | -5 | -3
Cc1ccc(C(=O)N2CCN(c3cnn(C)c(=O)c3Cl)CC2)cc1 | -4 | 1 | -1.3 | -3.0 | 10 | -2 | 0 | -1 | -13 | -2
O=C(NC1CCCCC1)N1CCc2[nH]c3ccccc3c2C1 | -6 | -3 | 1.0 | 0.1 | -35 | 73* | -15 | -5 | -9 | 2
CN(CC(=O)Nc1ccc(N2CCOCC2)cc1)C(=O)c1cc(S(=O)(=O)N(C)C)ccc1Cl | -3 | -3 | -0.3 | -0.1 | 11 | 1 | -7 | 1 | -3 | 0
CC(C)CCOP(=O)(c1ccccc1)c1ccccc1 | 8 | -1 | -0.2 | 1.6 | 9 | -2 | 11 | -2 | 2 | -2
O=C(c1ccco1)N1CCN(C2CCCC2)CC1 | -6 | 6 | / | -0.4 | 1 | 6 | 0 | -5 | -1 | -2
N#CC1(Nc2cccc(Br)c2)C(=O)Nc2ccccc21 (stereo unspecified) | 0 | -2 | -0.2 | 1.0 | 11 | -1 | -7 | 8 | 5 | -1
O=C(Nc1ccccc1Cl)c1ccc(S(=O)(=O)N2CCOCC2)cc1 | -3 | -1 | -1.2 | 0.5 | 1 | / | 0 | -9 | 1 | 0
O=C1NC(=O)/C(=C\c2ccc(Sc3ccc(Cl)cc3)o2)N1 | 0 | -6 | -0.2 | 2.5 | 1 | -4 | -4 | -12 | -1 | -3
O=S(=O)(c1ccc(Cl)cc1Cl)n1ccc2cccnc21 | 3 | -6 | -0.8 | 0.1 | 15 | -1 | -2 | -5 | -3 | -4
Cc1ccc(C(=O)NC2CCCCC2)cc1 | 3 | -2 | -2.4 | -0.1 | -2 | 0 | -7 | 2 | -1 | 1
COc1ccc(NC(=O)Nc2cc(C)ccc2OC)cc1 | -8 | 5 | -2.0 | -1.9 | -9 | 5 | 8 | 7 | 2 | -2
COc1ccc(N=Nc2cc(C)c(O)c(CN3CCCCC3)c2)cc1 | -3 | 4 | -0.5 | 0.1 | -45 | -7 | -3 | 7 | 10 | 3
CC(C)[C@H](NC(=O)N1c2ccccc2NC(=O)[C@@H]1C(C)C)C(=O)N[C@H](C(=O)O)c1ccccc1 | -1 | -2 | 0.1 | 2.3 | 13 | 0 | 3 | -14 | 8 | 1
CC(C)(C)c1ccc(-c2nnc(N)o2)cc1 | 4 | -5 | -0.9 | 0.7 | -9 | -6 | 0 | 5 | 4 | 0
Clc1ccc(Oc2nc3c(Cl)cccc3s2)cc1Cl | -3 | -2 | 0.4 | 0.2 | -7 | 7 | -6 | -2 | 11 | -4
CCN(CC)S(=O)(=O)c1cc(C(=O)Nc2cc(S(=O)(=O)N3CCOCC3)ccc2N2CCN(C)CC2)ccc1C | 3 | 0 | -1.0 | 0.9 | 12 | / | -5 | -5 | 2 | 2
Cc1ccccc1OCc1nnc(SCc2cc(=O)[nH]c3ccccc23)n1-c1ccccc1 | -5 | 4 | -1.7 | 1.6 | 10 | -8 | 0 | 12 | 3 | 2
COCC(C)n1c(C)cc(C(=O)COC(=O)c2c(C)nn(-c3ccccc3)c2C)c1C (stereo unspecified) | 6 | -4 | -1.3 | 1.0 | -6 | -1 | -8 | -13 | 1 | -3
CCc1nc2ccc(C(=O)NC3CCC(C)CC3)cc2nc1CC (stereo unspecified) | -1 | 1 | -4.0 | -1.3 | -36 | -1 | -3 | 1 | -2 | -5
Cc1ccccc1N1CCN(C(=S)c2ccccc2)CC1 | -3 | -4 | -0.4 | -0.2 | -6 | -2 | 6 | -12 | 4 | -10
COc1ccc(NC(=O)CN2CCc3ccccc3C2)cc1OC | -1 | -1 | -1.0 | -0.6 | -22 | 2 | 8 | -6 | -1 | 0
Cc1ccc(OCc2cc(C(=O)N(CCO)Cc3cccs3)no2)cc1C | 2 | 5 | -3.1 | 0.7 | 15 | -2 | -4 | 3 | 7 | 3
c1ccc(COc2ccccc2CNc2nn[nH]n2)cc1 | -3 | 0 | -3.0 | -1.3 | 3 | -3 | -1 | -3 | 2 | 2
CCc1cc(C(c2ccc(OC)c(OC)c2)N2CCOCC2)c(NC(=O)c2ccccc2)s1 (stereo unspecified) | -2 | -4 | 0.7 | 0.2 | -1 | 0 | -16 | 10 | -8 | 0
O=C(CCc1nnc(CCCCc2ccccc2)o1)NC1CCCC1 | 4 | -1 | -0.1 | 1.1 | 4 | -1 | -8 | 2 | 7 | -2
COc1ccc(C)cc1-n1c(C)cc(C=O)c1C | 0 | -7 | -1.4 | -1.9 | -1 | -1 | -4 | -10 | 3 | 0
CCCCOC(=O)Sc1nc2ccccc2o1 | 2 | -1 | -1.3 | 1.3 | 31 | -9 | 0 | 2 | 23 | 5
COc1ccc(-c2noc(CN(C)C(=O)c3ccc4c(c3)OCO4)n2)cc1 | 1 | 3 | -2.7 | -3.4 | 1 | -5 | 9 | -9 | -5 | -4
CN(C)C(CNc1ccc(S(C)(=O)=O)cc1[N+](=O)[O-])c1ccccc1 (stereo unspecified) | -2 | -4 | -0.7 | 0.2 | 25 | 0 | -1 | -9 | -3 | 1
COc1cc(C(=O)Oc2ccccc2N)cc(OC)c1OC | 6 | 1 | -0.2 | 0.9 | -44 | 2 | -6 | -2 | 0 | 0
COc1cc(NS(=O)(=O)c2ccccc2)ccc1-n1nc(C)cc1C | 4 | -3 | 0.6 | 1.0 | 9 | / | -5 | -4 | -6 | 0
O=C(COC(=O)/C=C/c1ccccc1)NC1CCCCCC1 | 3 | -1 | -2.0 | -1.0 | -1 | -5 | -9 | 0 | 4 | -2
Cc1sc(NC(=S)NC(=O)c2ccco2)c(C(N)=O)c1C | 6 | -1 | / | 1.1 | -11 | 8 | -2 | -5 | 4 | 1
O=C(c1ccccc1)c1ccc(OCC(O)CN2CCN(S(=O)(=O)N3CCCCC3)CC2)cc1 (stereo unspecified) | -1 | 2 | -0.9 | 0.5 | -44 | -1 | -3 | 5 | 5 | -3
CN(CC(=O)Nc1ccc(OC(F)(F)F)cc1)C(=O)Cc1ccc2c(c1)CCC2 | -1 | -4 | 0.0 | 2.2 | 10 | 2 | -6 | 1 | -4 | -7
CCOC(=O)CSCC(=O)Nc1nnc(-c2cccc([N+](=O)[O-])c2)s1 | 0 | -1 | 0.7 | 0.8 | 18 | / | 0 | -7 | -2 | 2
CCCCn1c(N)c(N(CCOC)C(=O)c2cccc(N3C(=O)c4ccccc4C3=O)c2)c(=O)[nH]c1=O | -3 | -2 | -1.7 | 0.7 | 38 | -5 | -11 | -1 | 6 | 1
Cc1cc(C)cc(NC(=O)NC2CCCCCCC2)c1 | -1 | 1 | -1.9 | -0.1 | 23 | -5 | 0 | -7 | -3 | -9
C/C(=N\NC(=O)c1ccc(CSc2nncn2C)cc1)c1ccc(Cl)cc1 | -6 | -5 | -1.2 | -0.7 | -29 | 0 | 7 | -5 | / | -3

A portion from further up, for reference:
SMILES | cardiac RTF act | Keap1-Nrf2 PPI | CAL PDZ FP-1 | C-LANA FP | SR-BI uptake up | CAL PDZ FP-2 | Cardiac RTF inh | PKA-R2B act | Rtt109 Vps75 | DAGLB inhibitor
CN(C)C(CNc1ccc(S(C)(=O)=O)cc1[N+](=O)[O-])c1ccccc1 (stereo unspecified) | -2 | -4 | -0.7 | 0.2 | 25 | 0 | -1 | -9 | -3 | 1
COc1cc(C(=O)Oc2ccccc2N)cc(OC)c1OC | 6 | 1 | -0.2 | 0.9 | -44 | 2 | -6 | -2 | 0 | 0
COc1cc(NS(=O)(=O)c2ccccc2)ccc1-n1nc(C)cc1C | 4 | -3 | 0.6 | 1.0 | 9 | / | -5 | -4 | -6 | 0
O=C(COC(=O)/C=C/c1ccccc1)NC1CCCCCC1 | 3 | -1 | -2.0 | -1.0 | -1 | -5 | -9 | 0 | 4 | -2
Cc1sc(NC(=S)NC(=O)c2ccco2)c(C(N)=O)c1C | 6 | -1 | / | 1.1 | -11 | 8 | -2 | -5 | 4 | 1
O=C(c1ccccc1)c1ccc(OCC(O)CN2CCN(S(=O)(=O)N3CCCCC3)CC2)cc1 (stereo unspecified) | -1 | 2 | -0.9 | 0.5 | -44 | -1 | -3 | 5 | 5 | -3
CN(CC(=O)Nc1ccc(OC(F)(F)F)cc1)C(=O)Cc1ccc2c(c1)CCC2 | -1 | -4 | 0.0 | 2.2 | 10 | 2 | -6 | 1 | -4 | -7
CCOC(=O)CSCC(=O)Nc1nnc(-c2cccc([N+](=O)[O-])c2)s1 | 0 | -1 | 0.7 | 0.8 | 18 | / | 0 | -7 | -2 | 2
CCCCn1c(N)c(N(CCOC)C(=O)c2cccc(N3C(=O)c4ccccc4C3=O)c2)c(=O)[nH]c1=O | -3 | -2 | -1.7 | 0.7 | 38 | -5 | -11 | -1 | 6 | 1
Cc1cc(C)cc(NC(=O)NC2CCCCCCC2)c1 | -1 | 1 | -1.9 | -0.1 | 23 | -5 | 0 | -7 | -3 | -9
C/C(=N\NC(=O)c1ccc(CSc2nncn2C)cc1)c1ccc(Cl)cc1 | -6 | -5 | -1.2 | -0.7 | -29 | 0 | 7 | -5 | / | -3
